Screening data from PubChem BioAssay.
Menin-MLL TR inh = menin-MLL binding inhibition, Texas Red mutant peptide | Menin + Texas Red MLL mutant peptide, fluorescence polarization | actives 0.23% (n = 270,000) | O00255 | Potency, µM (doses to about 61.6 µM), for inactives: top-dose FP activity change, negative = inhibition, hits mostly inhibitors; active means well fitted inhibition curve with a large enough effect in the polarisation, with a control signal flat, not every such curve was filed as active; inconclusive means small, poorly fitted or top-dose-only effect, or effect the other way, or a change in a side signal; inactive means no such curve, though single readings can be large or run the other way; the % refers to the polarisation; further: potency means the concentration at half of the fitted maximal effect; % of control where 0% means no effect; many of its hits are not listed in these tables
Target sequence (O00255 whole entry, looked up): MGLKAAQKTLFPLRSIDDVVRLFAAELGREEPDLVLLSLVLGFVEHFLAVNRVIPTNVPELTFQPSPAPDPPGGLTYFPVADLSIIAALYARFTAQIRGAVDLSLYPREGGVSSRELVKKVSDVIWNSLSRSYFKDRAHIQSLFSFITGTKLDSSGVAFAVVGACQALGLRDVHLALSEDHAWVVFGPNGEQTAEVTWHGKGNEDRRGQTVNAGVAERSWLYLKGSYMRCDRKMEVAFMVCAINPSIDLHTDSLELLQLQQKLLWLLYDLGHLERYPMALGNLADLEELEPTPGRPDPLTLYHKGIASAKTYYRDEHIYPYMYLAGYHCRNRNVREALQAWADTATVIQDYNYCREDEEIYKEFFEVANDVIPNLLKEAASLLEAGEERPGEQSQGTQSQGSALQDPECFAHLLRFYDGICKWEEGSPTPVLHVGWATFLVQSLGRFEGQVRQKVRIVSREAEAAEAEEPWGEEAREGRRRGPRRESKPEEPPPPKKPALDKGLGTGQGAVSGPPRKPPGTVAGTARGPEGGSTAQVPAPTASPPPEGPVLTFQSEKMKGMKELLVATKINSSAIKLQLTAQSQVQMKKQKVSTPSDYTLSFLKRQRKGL
FBPA coupling cs = coupling enzyme interference in Giardia aldolase counter-screen; coupling enzyme system counterscreen, AmpLite Red fluorescence; activity change, negative = inhibition, % at 58.2 µM, hits read low; actives 0.67% (n = 290,000); AID 2472; in the data active means activity change below about -30%; further: on the % scale 0 is the no-effect control and ±100 the full control effect
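Activity here indicates interference with the coupling reaction, not aldolase inhibition. Compounds at 57.5 uM final met coupling enzymes for 10 min at RT; substrate and AmpLite Red detection followed, with a 525/598 nm fluorescence read after 20 min.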
Numbers without * were called inactive; ? = inconclusive; & = joins results of further samples; [ ] = dose if it differs, or a comment. A portion of the library, so the mix of outcomes need not match the whole.

SMILES	Menin-MLL TR inh	FBPA coupling cs
NCCC[C@@H](CC(=O)N[C@@H]1CCNC[C@H]1C(=O)N[C@H](CC(=O)N[C@@H](CCC(=O)O)CC(=O)O)Cc1c[nH]c2ccccc12)NC(=O)C[C@H](CO)NC(=O)[C@@H]1CCCC[C@H]1N	1.9%	-0.3
CC(C)(C)OC(=O)N[C@@H](Cc1c[nH]c2ccccc12)C(=O)O	-1.4%	1.6
O=C(CCBr)N1CCN(C(=O)CCBr)CC1	?	-1.8
CC(C)[C@@H](CC(=O)N[C@@H]1CCNC[C@H]1C(=O)N[C@H](CC(=O)N[C@@H](CCC(=O)O)CC(=O)O)Cc1ccccc1)NC(=O)C[C@H](CO)NC(=O)[C@@H]1CNCC[C@H]1N	6.4%	1.1
CC12CCCC(O)(C1)C1CC(C)(C)C1CC2 (centres undefined)	0.1%	3.3
CC(C)[C@@H](CC(=O)N[C@@H]1CCNC[C@H]1C(=O)N[C@H](CC(=O)N[C@@H](CCC(=O)O)CC(=O)O)Cc1c[nH]c2ccccc12)NC(=O)C[C@H](Cc1c[nH]c2ccccc12)NC(=O)[C@@H]1CNCC[C@H]1N	-4.8%	-0.3
Cc1cccc(C(=O)O)c1O	1.4%	4.1
O=C(O)[C@@H](O)[C@@H](O)[C@@H](O[C@H]1O[C@@H](CO)[C@@H](O)[C@@H](O)[C@@H]1O)[C@@H](O)CO	8.6%[24.8 µM]	1.1
N#Cc1ccccc1-c1cncnc1NCc1cccnc1	?	-2.8
COc1ccc(CNc2ccnc(-c3ccc(N(C)C)cc3)n2)c(OC)c1	-9.6%	-9.9
CN1CCN(c2cc(-c3ccccc3Cl)ncn2)CC1	12.6%	3.2
CN(C)c1ncc2ncc(=O)n(C[C@H]3CCCO3)c2n1	6.1%	-1.3
COc1cc2c(cc1OC)-c1cc3nc4ccccc4nc3n1C(C)(C)C2	6.5%[24.8 µM]	-3.3
COC(=O)N1CCC2(CCCN(C(c3ccccc3)c3ccccc3)C2)CC1	-17.9%	2.5
CCCNC(=O)OC[C@@H]1O[C@H](CCO/N=C\[C@@H](OC)[C@H](C)/C=C\CC(=O)OC)C=C[C@@H]1Oc1ccc(OC)cc1	-1.3%[11.7 µM]	5.4
O=C(c1cccc(F)c1)N1CCC2(CCCN(Cc3cc(C(F)(F)F)cc(C(F)(F)F)c3)C2)CC1	-21.0%	-6.3
CC(C)C[C@H]1COC(c2ccc(Br)cc2)=N1	-6.8%[94.6 µM]	0.4
O=C(O)c1c2ccccc2cc2ccccc12	-8.5%	4.3&7.6
COCCn1c(=O)c(-c2cccs2)nc2cncnc21	15.5%	0.6
FC(F)(F)c1ccccc1-c1cncnc1NCCN1CCOCC1	0.8%	1.7
O=S(=O)(CCc1ccccc1)c1nnnn1-c1ccc(F)cc1Br	-10.9%	0.4
OCc1ccccc1O[C@H]1OC(CO)C(O)C(O)C1O (some centres undefined)	0.0%	0.4
C[C@@H](O)[C@@H]1NC(=O)[C@H](CCCCN)NC(=O)[C@H](Cc2c[nH]c3ccccc23)NC(=O)[C@H](Cc2ccccc2)NC(=O)[C@H](Cc2ccccc2)NC(=O)[C@H](CC(N)=O)NC(=O)[C@H](CCCCN)NC(=O)[C@@H](NC(=O)[C@@H]2CCCN2)CSSC[C@@H](C(=O)N[C@@H](CCCCN)C(=O)O)NC(=O)[C@H](CO)NC(=O)[C@H](CO)NC(=O)[C@H](Cc2ccccc2)NC1=O	-26.6%	-0.4
CSCC[C@H](NC(=O)[C@H](CC(C)C)NC(=O)CNC(=O)[C@H](Cc1ccccc1)NC(=O)[C@H](Cc1ccccc1)NC(=O)[C@H](CCC(N)=O)NC(=O)[C@H](CCC(N)=O)NC(=O)[C@@H]1CCCN1C(=O)[C@H](CCCCN)NC(=O)[C@@H]1CCCN1C(=O)[C@@H](N)CCCN=C(N)N)C(N)=O	-1.2%	1.6
COC(=O)N1CCC2(CC1)CN(c1cccc(-c3ccccc3)c1)C2	-2.4%	-0.7
C[C@@H]1OC(OC2C(OC3CC[C@@]4(C)C5CC=C6C7CC(C)(C)CC[C@@]7(C(=O)O)CCC6(C)C5(C)CCC4[C@]3(C)CO)OCC(O)C2O)C(O)C(O)C1O (some centres undefined)	-9.7%	6.9
COc1ccc(O[C@H]2C=C[C@@H](c3ccccc3)O[C@H]2CO/N=C(/C)CCC(=O)OC[C@@H]2O[C@H](c3ccccc3)C=C[C@@H]2Oc2ccc(OC)cc2)cc1	2.6%[11.7 µM]	-1.3
COc1cc2c(cc1OC)C(/C=C/c1ccc(OC)c(OC)c1OC)=NCC2	-0.2%	-4.1
O=c1c(-c2ccccc2)nc2cnc(N3CCOCC3)nc2n1Cc1cccs1	-0.1%	1.5
COCC(=O)N1CCC2(CCCN(Cc3ccc(C#N)cc3)C2)CC1	0.5%	5.7
O=C(N/N=C1/C[C@@H](O)[C@@H](O)[C@@H]2[C@@H]3C(=O)N(C[C@@H]4CCCO4)C(=O)[C@H]3CC[C@H]12)OCc1ccccc1	2.0%[11.7 µM]	4.0
CC(C)=CCC1=C(O)[C@](O)(CC=C(C)C)C(=O)C(C(=O)CC(C)C)=C1O	?	3.0
CN(C)C(=O)c1ccc(-c2cncnc2NCc2ccccc2)cc1	8.5%	5.9
COC(=O)N1CCC2(CCN(Cc3ccccc3)CC2)CC1	-6.7%	-3.8
O=C(Nc1ccccc1)N1CCCC2(CCN(C(=O)c3cc(C(F)(F)F)cc(C(F)(F)F)c3)CC2)C1	-3.4%	-1.2
Cc1ccccc1-c1nc(N2CCOCC2)c2ccccc2n1	9.6%	0.0
COCC(=O)N1CCC2(CC1)CN(c1ccccn1)C2	7.3%	-2.5
C/C=C/OC(=O)NC(c1ccccc1)[C@@]1(C(=O)OC)CCCC1=O (some centres undefined)	-0.5%[11.7 µM]	0.2
O=C(Nc1cccc(F)c1)N1CCCC2(CCN(C(=O)c3cc(C(F)(F)F)cc(C(F)(F)F)c3)CC2)C1	1.8%	-1.4
CCOc1cccc2oc(-c3ccccc3Cl)cc(=O)c12	-5.5%[94.6 µM]	3.9
COc1ccccc1CN1CCCC2(CCN(C(=O)c3cc(C(F)(F)F)cc(C(F)(F)F)c3)CC2)C1	-7.6%	0.5
O=C(O)[C@@]1(CCCCCCOc2ccc(Cl)cc2)CO1	7.0%	2.0
c1ccc(Nc2ncnc3ccc(-c4ccc5c(c4)OCO5)cc23)cc1	0.3%	-3.8
C=COC(=O)/C=C/C	-2.4%	-2.0
CC(C)CN(C[C@@H](O)[C@H](Cc1ccccc1)NC(=O)O[C@H]1CCOC1)S(=O)(=O)c1ccc(N)cc1	5.1%	-0.4

2 of these compounds in a different format:
> O=C(Nc1cccc(F)c1)N1CCCC2(CCN(C(=O)c3cc(C(F)(F)F)cc(C(F)(F)F)c3)CC2)C1
  Menin-MLL TR inh = 1.8%	FBPA coupling cs = -1.4

> O=C(N/N=C1/C[C@@H](O)[C@@H](O)[C@@H]2[C@@H]3C(=O)N(C[C@@H]4CCCO4)C(=O)[C@H]3CC[C@H]12)OCc1ccccc1
  Menin-MLL TR inh = 2.0%[11.7 µM]	FBPA coupling cs = 4.0

The listing continues.
SMILES	Menin-MLL TR inh	FBPA coupling cs
O=S(=O)(c1ccccc1)N1CCC[C@@]2(CCN(c3ccccc3)C2)C1	14.1%	0.0
O=c1cc(-c2ccccc2O)oc2c1ccc1ccccc12	-14.3%[24.8 µM]	7.3
CC[C@H](C)[C@H](NC(=O)[C@H](CCC(=O)O)NC(=O)[C@@H](N)CO)C(=O)N[C@@H](CCC(N)=O)C(=O)N[C@@H](CC(C)C)C(=O)N[C@@H](CCSC)C(=O)N[C@@H](Cc1cnc[nH]1)C(=O)N[C@@H](CC(N)=O)C(=O)N[C@@H](CC(C)C)C(=O)NCC(=O)N[C@@H](CCCCN)C(=O)N[C@@H](Cc1cnc[nH]1)C(=O)N[C@@H](CC(C)C)C(=O)N[C@@H](C)C(=O)N[C@@H](CO)C(=O)N[C@H](C(=O)N[C@@H](CCC(=O)O)C(=O)N[C@@H](CCCNC(=N)N)C(=O)N[C@@H](CCSC)C(=O)N[C@@H](CCC(N)=O)C(=O)N[C@@H](Cc1c[nH]c2ccccc12)C(=O)N[C@@H](CC(C)C)C(=O)N[C@@H](CCCNC(=N)N)C(=O)N[C@@H](CCCCN)C(=O)N[C@@H](CCCCN)C(=O)N[C@@H](CC(C)C)C(=O)N[C@@H](CCC(N)=O)C(=O)N[C@@H](CC(=O)O)C(=O)N[C@H](C(=O)N[C@@H](Cc1cnc[nH]1)C(=O)N[C@@H](CC(N)=O)C(=O)N[C@@H](Cc1ccccc1)C(=O)O)C(C)C)C(C)C	7.6%	0.4
Cc1noc(C)c1-c1ccc2ncnc(NCc3ccccc3F)c2c1	5.7%	-1.1
COc1ccc(-c2nc3cnc(Oc4cccc(Cl)c4)nc3n(C3CC3)c2=O)cc1	-5.1%	4.6
C/C(=C\C[Si](C)(C)C)CC[C@H](O)C1=CCCCC1=O	-7.4%	-1.1
COc1ccc(Oc2ncc3nc(C)c(=O)n(Cc4cccs4)c3n2)cc1	-3.1%	1.4
CCOC(=O)c1ncc2[nH]c3cccc(OC(C)C)c3c2c1C	31.4%[activator]	-4.6
CC(=O)NCCNc1ncnc2ccc(-c3ccccc3C)cc12	9.6%	-2.0
COC(=O)C/C=C\[C@@H](C)[C@@H](/C=N\OC[C@@H](O)[C@H]1O[C@H]2OC(C)(C)O[C@H]2[C@@H]1O)OC	0.6%[11.7 µM]	1.7
COC(=O)C1(C(=O)OC)Cc2conc2[C@H]1c1ccccc1	-0.1%&9.6%&6.0%	1.3&1.0&1.9
Cc1noc(C)c1C(=O)N1CCC[C@@]2(CCN(c3ccccc3)C2)C1	-10.9%	-7.8
C=CC[C@@H]1C=C[C@@H](O/N=C2/[C@H]3O[C@@H]3[C@@H](O)[C@H]3[C@H]2CCn2c(=O)n(-c4ccccc4)c(=O)n23)[C@@H](CO)O1	2.6%[11.7 µM]	1.2
CCCCCCCCCCCC(=O)O[C@H](CC(=O)O)C[N+](C)(C)C	-0.6%[24.8 µM]	1.1
CC(=O)N[C@H]1CSSC[C@@H](C(=O)N2CCC[C@H]2C(=O)N2CCC[C@H]2C(=O)N[C@@H](CCCCN)C(=O)N[C@@H](CC(=O)O)C(N)=O)NC(=O)CNC(=O)[C@H](Cc2c[nH]c3ccccc23)NC(=O)[C@H](CCCNC(=N)N)NC(=O)[C@@H](Cc2ccc(Cl)c(Cl)c2)NC(=O)[C@H](Cc2cnc[nH]2)NC(=O)[C@H](CCC(=O)O)NC1=O	3.4%	0.6
CC(C)=NO[C@@H](C)c1cn([C@H](CO)Cc2ccccc2)nn1	-0.4%&-0.6%[11.7 µM]	2.1&0.5
O=c1c(-c2cc(F)cc(F)c2)nc2cnc(N3CCOCC3)nc2n1Cc1ccc(F)cc1	1.2%	-0.3
COc1cccc(Nc2ncc3nc(-c4ccccc4)c(=O)n(C4CC4)c3n2)c1	?	-0.6
CCC(C)C1/C=C\CCCC(=O)N1Cc1ccc(C)cc1 (centres undefined)	-19.8%[94.6 µM]	0.3
CC(C)C[C@H](NC(=O)[C@H](CC(C)C)NC(=O)[C@H](Cc1ccccc1)NC(=O)[C@@H](N)CO)C(=O)N[C@@H](CCCN=C(N)N)C(=O)N[C@@H](CC(N)=O)C(=O)O	5.6%	5.1
Cc1cc(C)cc(C#CC2C=CC(Oc3ccc(C4CCCC4)cc3)C(CO)O2)c1 (centres undefined)	-9.6%[11.7 µM]	-0.5
Cc1cc(O)c2c(c1O)C(=O)c1c(O)cc(C)c(O)c1C2=O	-9.3%	-4.3
C#C[C@]1(O)CCC2C3CCC4=Cc5oncc5C[C@@]4(C)C3CC[C@@]21C (some centres undefined)	6.0%	5.0
CO/N=C\[C@@H](OC)[C@H](C)/C=C\CC(=O)OC	1.1%[11.7 µM]	-0.3
CC(C)=CCC/C(C)=C/CO	?	0.6

Among those listed so far, 8 contain fluorine:
SMILES	Menin-MLL TR inh	FBPA coupling cs
O=C(c1cccc(F)c1)N1CCC2(CCCN(Cc3cc(C(F)(F)F)cc(C(F)(F)F)c3)C2)CC1	-21.0%	-6.3
FC(F)(F)c1ccccc1-c1cncnc1NCCN1CCOCC1	0.8%	1.7
O=S(=O)(CCc1ccccc1)c1nnnn1-c1ccc(F)cc1Br	-10.9%	0.4
O=C(Nc1ccccc1)N1CCCC2(CCN(C(=O)c3cc(C(F)(F)F)cc(C(F)(F)F)c3)CC2)C1	-3.4%	-1.2
O=C(Nc1cccc(F)c1)N1CCCC2(CCN(C(=O)c3cc(C(F)(F)F)cc(C(F)(F)F)c3)CC2)C1	1.8%	-1.4
COc1ccccc1CN1CCCC2(CCN(C(=O)c3cc(C(F)(F)F)cc(C(F)(F)F)c3)CC2)C1	-7.6%	0.5
Cc1noc(C)c1-c1ccc2ncnc(NCc3ccccc3F)c2c1	5.7%	-1.1
O=c1c(-c2cc(F)cc(F)c2)nc2cnc(N3CCOCC3)nc2n1Cc1ccc(F)cc1	1.2%	-0.3
